M1 ag parental – M1 agonist counterscreen hit in parental CHO-K1 cells | Fluo-8 calcium fluorescence; scaled to maximal ATP response, vehicle zero | activation, % at 3 µM | actives 0.48% (n = 360,000); in the data active = activation above about 15%;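 also: untransfected CHO-K1 host cells lacking M1 receptor as counterscreen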
CHRM1 antagonist – blocks human M1 muscarinic receptor. P11229. CHO-K1 hM1, Fluo-8 calcium fluorescence, ACh EC80 antagonist. inhibition, % at 3 µM. actives 1.3% (n = 360,000). AID 588852;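 active = percent inhibition above its own plate's cutoff, namely the mean of that plate's compound wells plus 3 SD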;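 also: peak over basal fluorescence ratio during 140 s after agonist addition; 0% = ACh EC80 plus DMSO and 100% = DMSO alone without agonist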
Target sequence (P11229 whole entry, looked up): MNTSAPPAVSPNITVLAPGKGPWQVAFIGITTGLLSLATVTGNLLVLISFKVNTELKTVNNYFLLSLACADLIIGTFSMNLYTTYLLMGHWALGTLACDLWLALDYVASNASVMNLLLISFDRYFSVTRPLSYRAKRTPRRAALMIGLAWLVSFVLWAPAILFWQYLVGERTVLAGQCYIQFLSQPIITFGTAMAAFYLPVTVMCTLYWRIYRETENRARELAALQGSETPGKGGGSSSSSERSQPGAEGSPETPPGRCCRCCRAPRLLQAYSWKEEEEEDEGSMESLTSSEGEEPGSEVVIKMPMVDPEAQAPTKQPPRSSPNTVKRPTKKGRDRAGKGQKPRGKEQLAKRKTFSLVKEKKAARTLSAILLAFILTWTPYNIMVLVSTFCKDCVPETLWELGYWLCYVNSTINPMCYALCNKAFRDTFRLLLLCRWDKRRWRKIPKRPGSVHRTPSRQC
OXTR potentiate – human OXTR potentiation; actives 0.061% (n = 320,000); CHO-OTR cells, Fluo-8 calcium fluorescence, potentiator mode; 0% = oxytocin EC15, 100% = EC100; AID 2445; P30559; activation, % at 3 µM;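 active = activation above that plate's cutoff, the mean activation of tested compounds plus 3 SD, cut at about 6.6% in these data, passing the limit was not always enough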;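 also: 100% uses oxytocin at 75 nM as the full agonist control; some results filed as inactive read as strong as hits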
Target sequence (P30559 whole entry, looked up): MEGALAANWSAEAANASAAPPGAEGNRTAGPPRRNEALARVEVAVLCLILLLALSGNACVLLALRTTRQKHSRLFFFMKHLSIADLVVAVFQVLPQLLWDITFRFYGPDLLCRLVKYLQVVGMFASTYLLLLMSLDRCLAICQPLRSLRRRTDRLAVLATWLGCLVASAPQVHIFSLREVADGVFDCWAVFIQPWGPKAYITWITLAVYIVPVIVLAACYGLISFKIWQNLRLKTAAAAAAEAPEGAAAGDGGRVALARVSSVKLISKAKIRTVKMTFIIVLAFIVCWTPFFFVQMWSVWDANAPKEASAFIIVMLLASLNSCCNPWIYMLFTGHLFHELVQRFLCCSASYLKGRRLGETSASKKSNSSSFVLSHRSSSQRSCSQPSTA
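assay system = CHO-OTR cells, human receptor | schedule = compound 6 min at room temperature before oxytocin, 100 s read | detection = Fluo-8 intracellular calcium fluorescence, ex 470-495, em 515-575 nm | evaluation = normalized max/min fluorescence ratio, % activation | control set = EC15 oxytocin alone as 0%, 75 nM oxytocin (EC100) as 100%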
M1 ag – agonists of human M1 muscarinic receptor. AID 588814. CHO-K1 hM1, Fluo-8 calcium fluorescence, agonist mode; 0% DMSO, 100% acetylcholine EC100. actives 0.33% (n = 360,000). activation, % at 3 µM;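 active = activation above the run's mean compound activation plus 3 SD, cut at about 16% in these data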;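 also: peak over basal fluorescence ratio within a 140 s kinetic read after compound addition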
TAAR1 ag – agonists of human TAAR1; Q96RJ0; CHO RD-HGA16 TAAR1, Fluo-8 calcium fluorescence; vehicle wells 0%, saturating PEA agonist 100%; activation, % at 3 µM; actives 0.99% (n = 360,000); AID 624467;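 active = activation above the mean activation of all test compounds in the run plus 3 SD, cut at about 38% in these data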
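Repeats: no replicates (n 1) | Material: CHO-derived RD-HGA16 cells with stable Gα16 and human TAAR1 | Technique: Kinetic Fluo-8 calcium fluorescence | Schedule: 17-24 h seeding, 75 min 37 °C dye, 30 min RT | Evaluation: % activation from peak over basal fluorescence ratio, DMSO-to-PEA scaled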
M1 PAM parental – nonselective activator or artifact in parental CHO-K1 calcium assay; ATP EC20, Fluo-8 calcium fluorescence; 0% at ATP EC20, 100% at ATP max; activation, % at 3 µM; actives 0.02% (n = 360,000);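 active = activation above the run cutoff, the mean activation of all test compounds plus 3 SD, cut at about 40% in these data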;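 also: peak over basal fluorescence ratio in a 140 s read after ATP addition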
CHO parental Ca – signal in parental CHO cells, OX1R antagonist counter-screen; inhibition, % at 5.6 µM; actives 0.63% (n = 330,000); parental CHO-K1, ATP-induced calcium, Fluo-8 fluorescence; AID 463079;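 active = inhibition above that plate's mean sample inhibition plus 3 SD, cut at about 26% in these data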;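 also: 0% = ATP-challenged DMSO wells and 100% = DMSO wells without ATP; some compounds past the cut are filed as inactive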
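Test system: untransfected parental CHO cell line. Compound: one dose, 5.6 µM nominal. Detection: intracellular calcium via Fluo-8 no-wash fluorescent dye. Measure: % inhibition. Benchmarks: ATP-challenged DMSO wells low, unchallenged DMSO wells high.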
CHO-K1 Ca antag – counter-screen for M1 antagonists: effect in parental CHO-K1 cells; ATP-induced calcium, Fluo-8 fluorescence; inhibition, % at 3 µM; actives 0.6% (n = 360,000); AID 602250;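 active = inhibition above a per-plate cutoff, the plate's mean sample inhibition plus 3 SD, cut at about 24% in these data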;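 also: 0% = DMSO plus EC80 ATP and 100% = DMSO alone without ATP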
TAAR1 antagonist – human TAAR1 antagonism | CHO RD-HGA16 TAAR1, Fluo-8 calcium fluorescence, antagonist | actives 1.5% (n = 360,000) | AID 624466 | inhibition, % at 3 µM;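 active = inhibition above a per-plate cutoff, the mean inhibition of test compounds on that plate plus 3 SD, cut at about 49% in these data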;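 also: 0% = DMSO plus EC80 beta-PEA response and 100% = DMSO alone without agonist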
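Test system: RD-HGA16 CHO cells with stable hTAAR1 and Gα16 / Probe or stimulus: EC80 β-phenethylamine stimulus / Times: seeding 17-24 h prior, 75-min 37 °C, 30-min RT dye loading / Detection: Fluo-8 calcium-sensitive fluorescence / Read-out basis: % inhibition scaled between DMSO and EC80 PEA controls / Repeats: singlicate, one well per test compound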
The depositor's hits bear a star; nt = no result given.

no. | canonical_smiles | M1 ag parental | CHRM1 antagonist | OXTR potentiate | M1 ag | TAAR1 ag | M1 PAM parental | CHO parental Ca | CHO-K1 Ca antag | TAAR1 antagonist
1 | Clc1ccc(Oc2cccc(/C=N/n3cnnc3)c2)cc1 | 0.2 | 2 | -12 | -3 | 8 | -6 | -8 | 7 | 7
2 | O=C(CSc1ncnc2c1oc1ccccc12)Nc1nc2ccccc2s1 | -0.2 | -8 | -4 | 0 | -1 | 3 | -17 | 6 | -27
3 | CCc1nc2ccc(C(=O)Nc3cc(-c4ccccc4)ccc3OC)cn2c1N(CC)CC(=O)N(C)C | 1.9 | 20 | nt | -3 | 5 | -20 | nt | 13 | 9
4 | CCOC(=O)c1ccc2c(c1)C(=O)N(C1CCCCC1)C2=O | 0.3 | -13 | -2 | -4 | 14 | 10 | -10 | -7 | -12
5 | COC(=O)Cn1cc(C(=O)C(F)(F)F)c2ccccc21 | 0.1 | -10 | -2 | -6 | -1 | -2 | -2 | -19 | -7
6 | O=C(N[C@H]1C/C=C\C[C@@H](CC(=O)N(CCO)Cc2ccccc2)C(=O)N2CCC[C@@H]2COC1=O)OCC1c2ccccc2-c2ccccc21 | 0.1 | 8 | -1 | -10 | nt | 2 | -11 | -15 | nt
7 | Cc1cc(CNC(=O)Cc2ccccc2)c2ccccc2n1 | 1.0 | -5 | 5 | -1 | 1 | -8 | -6 | -16 | 2
8 | Clc1ccc(SCCn2cncn2)cc1 | 0.2 | -7 | -13 | -2 | 1 | 4 | -11 | -13 | -7
9 | Cc1nonc1OCCn1nnnc1N | -0.1 | 10 | 0 | -3 | 2 | -1 | -3 | -9 | 11
10 | O=C(CSc1nnc(CNC(=O)c2c(F)cccc2Cl)o1)NC1CCCC1 | 0.7 | -9 | -2 | -3 | 13 | 6 | -10 | -15 | -26
11 | CCNC(=S)NNC(=O)c1ccccc1OC(F)F | 0.7 | -6 | 2 | -2 | 5 | 11 | -5 | -24 | 11
12 | CC(C)(C)c1ccc(C(=O)NCC2CCCN2S(=O)(=O)c2ccccc2)cc1 (stereo not given) | 0.3 | -5 | -2 | -3 | 4 | -20 | -15 | 2 | 0
13 | CCOC(=O)C(=O)NCC(c1cccs1)S(=O)(=O)c1ccc(Cl)cc1 (stereo not given) | 0.7 | 2 | -16 | 0 | 4 | -12 | -8 | -2 | -5
14 | CNC(=O)C1CC(=O)N(CCCc2ccccc2)C(=Nc2ccccc2)S1 (stereo not given) | 0.0 | -11 | -2 | -2 | 5 | 7 | -7 | -1 | -16
15 | O=C1NCCN1Cc1ccc(Cl)cc1 | 0.8 | 5 | 6 | -6 | 1 | 5 | -15 | -14 | -21
16 | COc1cc(OC)cc(C(=O)NNC(=S)Nc2ccc(S(N)(=O)=O)cc2)c1 | -0.5 | 12 | 7 | -2 | 7 | -13 | -8 | 20 | 11
17 | O=C(O)CCCCCN1C(=O)/C(=C/c2ccncc2)SC1=S | 1.1 | -3 | -9 | -1 | 4 | 19 | 3 | -3 | 8
18 | CCN(C(=O)C(C)OC(=O)c1nn(-c2ccccc2C(F)(F)F)cc1O)c1ccccc1 (stereo not given) | 5.2 | -17 | -4 | 1 | 12 | 25 | -9 | -22 | 7
19 | O=C(CN(CCO)c1ccccc1)Nc1cccc(S(=O)(=O)N2CCCC2)c1 | 1.7 | -3 | -11 | -5 | 13 | 14 | -5 | -9 | -6
20 | CC(=O)NS(=O)(=O)c1ccc(NC(=O)[C@@H]2CCCN2S(=O)(=O)c2ccc(Cl)cc2)cc1 | -0.1 | -11 | -6 | -2 | 3 | 5 | 0 | -11 | -3
21 | Cc1csc(SCC(=O)N(C)C2CCS(=O)(=O)C2)n1 (stereo not given) | 1.7 | -3 | nt | -2 | 1 | 10 | nt | -2 | -5
22 | O=C(c1ccccc1)N1CCN(C(=O)c2cc3ccccc3o2)CC1 | 1.2 | -1 | 2 | -4 | 2 | 13 | -7 | 4 | -4
23 | COc1ccc(N(CC(=O)NN=C2CCCC2)S(=O)(=O)c2ccccc2)cc1Cl | 0.0 | -3 | -16 | -7 | -2 | 18 | -30 | -3 | 10
24 | COc1cc(/C=C2/NC(=O)NC2=O)ccc1OCC(=O)Nc1ccc(F)cc1 | 2.1 | 12 | -6 | -2 | 5 | 5 | -23 | -3 | 11
25 | CCOC(=O)CSc1ncnc2c1c(-c1ccccc1)cn2-c1ccc(OC)cc1 | 1.4 | 1 | -5 | -5 | 2 | 6 | -26 | 8 | 10
26 | O=C(O)c1c(-c2ccccc2)nnc2ccccc12 | 0.2 | -3 | -10 | -1 | 8 | 2 | -2 | -10 | -14
27 | Cc1sc2nc3c(SC(C)C(=O)O)cc(C(=O)c4ccccc4O)cn3c(=O)c2c1C (stereo not given) | 0.4 | -6 | 1 | -7 | 4 | 21 | -5 | -17 | -3
28 | Cc1cc(C)n(-c2nnc(N3CCN(c4ccc(F)cc4)CC3)nn2)n1 | 0.8 | -5 | -5 | -6 | 3 | -11 | -8 | 13 | -5
29 | CCOc1ccccc1C(=O)N(Cc1ccco1)C1CCS(=O)(=O)C1 (stereo not given) | 0.2 | -17 | -6 | -2 | 4 | 20 | -3 | 1 | -6
30 | Cc1cccc2cc3c(NC(=O)CC(C)C)nn(C)c3nc12 | 0.3 | -18 | 2 | -1 | 6 | 14 | -20 | -9 | 5
31 | COc1c(C)cc(Br)cc1C(=O)Nc1ccccc1N1CCN(C(=O)c2ccccc2)CC1 | 0.0 | 8 | -3 | -3 | 4 | -6 | -28 | 3 | -1
32 | Cc1ccc(C(C[N+](=O)[O-])c2c(N)n(C)c(=O)n(C)c2=O)cc1 (stereo not given) | 1.1 | -14 | -6 | -1 | 1 | 18 | -26 | -6 | -9
33 | CC(=O)c1ccc(NC(=S)NN2C(C)CCCC2C)cc1 (stereo not given) | 0.8 | -14 | 7 | 2 | -1 | 15 | -13 | -11 | -4
34 | CCNC(=O)COC(=O)COc1ccc(Cl)cc1C | 0.1 | -5 | -7 | -2 | 1 | 1 | -5 | 2 | -17
35 | CCCn1c(C)cc(/C=C(\C#N)C(=O)OCC(=O)NC(=O)NCC)c1C | 0.9 | -10 | 2 | -5 | 5 | 26 | -14 | -17 | 7
36 | CN(C)/C=C1\C=C(c2ccccc2)OC1=O | 0.0 | -14 | -6 | -2 | 9 | 9 | -12 | -7 | -17
37 | CC(=O)c1ccc(NC(=O)CN2CCCCCC2)cc1 | 1.4 | -14 | -7 | -14 | 2 | -7 | 1 | -17 | 0
38 | CCN(CC)CCNC(C(=O)Nc1cccc(C(C)=O)c1)c1ccccc1 (stereo not given) | -0.6 | 84* | -6 | -10 | 5 | 13 | -5 | 4 | -21
39 | Cc1cc(C)nc(N/N=C/c2ccc(Cl)cc2)n1 | 0.5 | -8 | -13 | -2 | 2 | 16 | -6 | -4 | -7
40 | CC(=O)c1ccc(NC(=S)N2CCN(S(=O)(=O)c3ccc(F)cc3)CC2)cc1 | 7.2 | -3 | -10 | 0 | 12 | -5 | 15 | -3 | -10
41 | CCCCN(C(=O)c1cc(S(=O)(=O)N2CCOCC2)ccc1Cl)c1c(N)n(CC(C)C)c(=O)[nH]c1=O | 2.9 | -7 | -2 | -3 | 1 | 6 | -15 | -1 | -7
42 | O=[N+]([O-])c1ccc2nc(N3CCCC3)sc2c1 | 6.2 | 2 | -13 | -4 | -2 | -2 | -3 | -5 | -23
43 | Fc1ccc(CNCc2ccccc2C(F)(F)F)cc1 | 1.7 | -7 | -6 | -9 | -2 | 10 | -14 | 3 | -8
44 | Cc1cc(C)n2nc(C(=O)OCC(=O)NCc3ccc(Cl)cc3)nc2n1 | 1.9 | 2 | -3 | -4 | 0 | 5 | -9 | -6 | -15
45 | CSc1nnc(Cn2c(=O)sc3ccccc32)n1-c1cccc(Cl)c1 | 1.7 | 1 | -9 | -5 | 10 | 10 | -21 | -14 | 6
46 | CCOC(=O)c1sc(NC(=S)NC(=O)c2ccccc2Cl)c(C(=O)OCC)c1C | 0.1 | -15 | -2 | 2 | 0 | 8 | -6 | 6 | -5
47 | O=C(c1cccs1)N1CCC2(O)CCCCC2C1c1ccc(F)cc1 (stereo not given) | 0.5 | -9 | -3 | -5 | 3 | 29 | -19 | -18 | -6
48 | O=C(O)c1ccc(CNC(=O)c2ccc(Br)o2)cc1 | 0.8 | 7 | 2 | -1 | nt | 21 | 1 | -7 | nt
49 | O=C(NC(=O)c1cc([N+](=O)[O-])ccc1Cl)C1=C(N2CCCC2)COC1=O | -0.3 | 5 | -1 | -10 | 3 | -22 | -7 | 3 | -2
50 | CC(=O)OCC(=O)NCc1ccc2c(c1)OCO2 | 0.1 | 3 | -10 | 0 | 6 | -7 | -2 | 11 | -1
51 | CC(C)(C)c1ccc(C(=O)Nc2ccc3c(c2)C(=O)NC3=O)cc1 | 0.3 | -2 | -4 | -2 | 0 | 9 | 3 | 4 | -35
52 | Fc1ccc(NC(=S)NCc2cccnc2)cc1 | 1.1 | -5 | 1 | -4 | 1 | 16 | -6 | -15 | -3
53 | COc1ccccc1CNC(=O)c1cc2c(=O)[nH]c3ccccc3c2n1C | nt | nt | -3 | nt | 6 | nt | -19 | nt | 7
54 | CSc1ccc(S(=O)(=O)NCC(=O)OC2CCOC2=O)cc1[N+](=O)[O-] (stereo not given) | 1.9 | -1 | -6 | -1 | 1 | -1 | 3 | -5 | -26

3 structures already listed, arranged by molar mass, smallest number first:
no. | canonical_smiles | M1 ag parental | CHRM1 antagonist | OXTR potentiate | M1 ag | TAAR1 ag | M1 PAM parental | CHO parental Ca | CHO-K1 Ca antag | TAAR1 antagonist
39 | Cc1cc(C)nc(N/N=C/c2ccc(Cl)cc2)n1 | 0.5 | -8 | -13 | -2 | 2 | 16 | -6 | -4 | -7
47 | O=C(c1cccs1)N1CCC2(O)CCCCC2C1c1ccc(F)cc1 (stereo not given) | 0.5 | -9 | -3 | -5 | 3 | 29 | -19 | -18 | -6
46 | CCOC(=O)c1sc(NC(=S)NC(=O)c2ccccc2Cl)c(C(=O)OCC)c1C | 0.1 | -15 | -2 | 2 | 0 | 8 | -6 | 6 | -5

Entries above that have a tert-butyl group:
no. | canonical_smiles | M1 ag parental | CHRM1 antagonist | OXTR potentiate | M1 ag | TAAR1 ag | M1 PAM parental | CHO parental Ca | CHO-K1 Ca antag | TAAR1 antagonist
12 | CC(C)(C)c1ccc(C(=O)NCC2CCCN2S(=O)(=O)c2ccccc2)cc1 (stereo not given) | 0.3 | -5 | -2 | -3 | 4 | -20 | -15 | 2 | 0
51 | CC(C)(C)c1ccc(C(=O)Nc2ccc3c(c2)C(=O)NC3=O)cc1 | 0.3 | -2 | -4 | -2 | 0 | 9 | 3 | 4 | -35
